# High-throughput results from PubChem.
# GAA850 FXN act: FXN promoter activators, primary screen, cell-based, luciferase luminescence, HEK293 lucGAA850; HEK293 lucGAA850 FXN promoter luciferase reporter, 24 h; percent of 10 µM SAHA response; activation, % at 6 µM; 0.56% of 360,000 active; AID 540364, 2011;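 active = activation above the average of all compounds screened plus 3 SD, cutoff fixed separately per campaign, cut at about 7.5% in these data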;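 also: 0% = DMSO wells and 100% = 10 µM SAHA wells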
# proKLK7 act: proKLK7 zymogen activators, primary screen, biochemical, fluorescence intensity; 0.9% of 370,000 active; AID 652039, 2013; purified proKLK7, EDANS-DABCYL substrate fluorescence; 100% is mature enzyme control, 0% vehicle; activation, % at 7 µM;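 active = activation above the mean of all tested compounds plus 3 SD, computed per campaign excluding outliers beyond control limits, cut at about 13% in these data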
# ADAM10 inh: human ADAM10 inhibitors, primary screen, biochemical, QFRET, HTS; Disintegrin and metalloproteinase domain-containing protein 10 (Homo sapiens), O14672; recombinant ADAM10, EDANS/DABCYL FRET peptide cleavage, 3 h; inhibition, % at 7 µM; 0.62% of 370,000 active; AID 720582, 2013;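 active = inhibition above a per-campaign cutoff equal to the mean of compounds falling between control-based bounds plus 3 SD, cut at about 20% in these data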;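 also: 0% = DMSO wells while the 100% control is not disclosed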
# rCAG RNA binder: binders of r(CAG) RNA repeats, primary screen, biochemical, fluorescence | 1.3% of 370,000 active | inhibition, % at 3 µM | r(CAG) RNA repeat, TO-PRO-1 dye displacement fluorescence;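 active = inhibition above the plate cutoff, the mean of all test compounds on that plate plus 3 SD, cut at about 35% in these data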;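 also: 0% = DMSO alone and 100% = 100 µM mitoxantrone as full dye displacement; higher means more dye released from RNA so lower well fluorescence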
# Tn6 DDE FP: inhibitors of Tn6 peptide binding to fibrin DD(E), primary screen, biochemical, fluorescence polarization, human fibrin, Tn6 probe; Fibrinogen beta chain (Homo sapiens), P02675; 0.21% of 370,000 active; Fibrin DD(E) TRITC-Tn6 fluorescence polarization displacement; inhibition, % at 8.3 µM;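 active = inhibition above a per-campaign cutoff: mean of compounds within control limits plus 3 SD, cut at about 15% in these data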;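 also: 0% = median of all compound wells on the plate and 100% = blocking peptide control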
# ASAP1 inh: inhibitors of human ASAP1 ArfGAP activity, primary screen, biochemical, fluorescence polarization; Arf-GAP with SH3 domain, ANK repeat and PH domain-containing protein 1 (Homo sapiens), …; ASAP1-stimulated ARF1 GTP hydrolysis, GDP FP detection; inhibition, % at 16.5 µM; 0.19% of 360,000 active; AID 624377, 2012; in the data active = inhibition above about 25%;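 also: 0% = vehicle with enzyme and substrate and 100% = no enzyme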
# HGIII-sPLA2 inh: human group III sPLA2 inhibitors, primary screen, biochemical, QFRET, BODIPY PC-A2 liposome substrate | Group 3 secretory phospholipase A2 (Homo sapiens), Q9NZ20 | QFRET BODIPY PC-A2 liposome hydrolysis, fluorescence | inhibition, % at 12.2 µM | 0.56% of 370,000 active;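 active = inhibition above mean plus 3 SD of compounds lying within the high and low control bounds, cut at about 19% in these data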;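 also: 0% = median of test compound wells and 100% = no enzyme DMSO wells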
# ARFGAP1 inhibitor: inhibitors of rat ARFGAP1 GAP activity, primary screen, biochemical, fluorescence polarization, GDP tracer; Arfgap1-stimulated ARF1 GTP hydrolysis, GDP FP detection; inhibition, % at 16.5 µM; 0.26% of 360,000 active; AID 651572, 2012;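 active = inhibition above a per-plate limit, mean inhibition of low control wells plus 3 SD, cut at about 25% in these data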;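 also: 0% = DMSO wells with enzyme and 100% = wells lacking Arfgap1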
#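 Material: rat Arfgap1 GAP domain (His6, aa 1-136), purified enzyme. Also added: human ARF1(Δ1-17)-GTP substrate. Compound dosing: 16.5 µM single point, 1.26% DMSO. Timing: enzyme reaction 120 min at 25 °C after 20 min preincubation. Signal: GDP detection by fluorescence polarization. Read-out basis: percent inhibition of GAP-stimulated GDP formation, scaled between DMSO and no-Arfgap1 medians.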
# NPR2 activator: human GC-B receptor activators, primary screen, HEK293 GC-B cells, cGMP TR-FRET, EC30 CNP | 0.11% of 370,000 active | 0% at EC30 CNP, 100% saturating CNP | Atrial natriuretic peptide receptor 2 (Homo sapiens), P20594 | AID 1920062, 2024 | activation, % at 10 µM;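 active = activation at 10 µM reaching about 35% in either raw or pattern-adjusted values, limit read from the data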
# NPR1 activator: GC-A stimulated cGMP production enhancers – HEK293 GC-A cells, cGMP TR-FRET, EC30 ANP, primary screen | AID 1671463, 2021 | 0% at EC30 ANP, 100% saturating ANP | activation, % at 10 µM | Atrial natriuretic peptide receptor 1 (Homo sapiens), P16066 | 0.14% of 370,000 active; in the data active = activation above about 40%
# Target sequence (P16066 whole entry, looked up): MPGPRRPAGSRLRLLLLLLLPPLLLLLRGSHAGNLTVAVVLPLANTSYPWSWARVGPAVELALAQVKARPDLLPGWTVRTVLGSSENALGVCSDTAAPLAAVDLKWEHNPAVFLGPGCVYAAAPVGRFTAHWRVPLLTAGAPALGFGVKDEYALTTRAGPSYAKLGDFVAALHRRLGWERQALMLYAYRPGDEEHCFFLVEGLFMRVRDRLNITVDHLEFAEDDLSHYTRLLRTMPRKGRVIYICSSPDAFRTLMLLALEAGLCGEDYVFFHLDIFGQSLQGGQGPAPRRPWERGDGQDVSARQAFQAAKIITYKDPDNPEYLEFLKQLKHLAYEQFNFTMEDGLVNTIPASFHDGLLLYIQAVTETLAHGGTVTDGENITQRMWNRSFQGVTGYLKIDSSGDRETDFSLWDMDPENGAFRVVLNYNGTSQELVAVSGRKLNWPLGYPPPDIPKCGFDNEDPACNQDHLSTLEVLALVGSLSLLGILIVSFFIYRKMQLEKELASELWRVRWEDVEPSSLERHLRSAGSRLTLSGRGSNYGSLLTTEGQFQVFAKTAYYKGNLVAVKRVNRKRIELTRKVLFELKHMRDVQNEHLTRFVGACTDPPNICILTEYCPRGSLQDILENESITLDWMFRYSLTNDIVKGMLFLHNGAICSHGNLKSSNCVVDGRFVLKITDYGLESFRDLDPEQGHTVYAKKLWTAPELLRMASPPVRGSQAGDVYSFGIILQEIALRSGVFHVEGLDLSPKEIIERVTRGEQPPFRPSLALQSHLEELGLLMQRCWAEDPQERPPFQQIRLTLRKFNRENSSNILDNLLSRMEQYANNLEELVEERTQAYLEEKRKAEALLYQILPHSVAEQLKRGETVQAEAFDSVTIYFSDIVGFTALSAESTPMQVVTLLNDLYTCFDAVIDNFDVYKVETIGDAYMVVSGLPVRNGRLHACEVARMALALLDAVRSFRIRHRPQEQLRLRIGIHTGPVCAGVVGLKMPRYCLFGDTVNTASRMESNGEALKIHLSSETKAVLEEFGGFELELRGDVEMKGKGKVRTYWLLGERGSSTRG
# Starred values were filed as active, the others as inactive; i = inactive; . = no result given; & = joins results of further samples.
# Under each structure: GAA850 FXN act	proKLK7 act	ADAM10 inh	rCAG RNA binder	Tn6 DDE FP	ASAP1 inh	HGIII-sPLA2 inh	ARFGAP1 inhibitor	NPR2 activator	NPR1 activator
CCCCN1C(=O)C(CC(=O)NCC2CCCCC2)CC(C(=O)N2CCCCCC2)=C1C (configuration not stated)
 : .	1.1	2	1	12	-7	-1	6	-6	2
O=C(Nc1nnc([C@@H]2C[C@H](O)[C@@H](CO)O2)s1)Nc1ccccc1F
 : 2.1	0.0	-4	2	-2	3	-5	4	8	0
CCCOc1ccccc1NC(=O)c1ccc(N)cc1
 : -2.1	0.4	7	0	6	4	8	3	-2	2
CC1=NNC(=O)C1CC(=O)N/N=C(\C)c1ccco1 (configuration not stated)
 : 2.3	-0.9	-1	0	-2	-2	8	-4	1	1
COc1cc(OC)c(OC)cc1/C=C1\CCC(C2CCCC2)C1=O (configuration not stated)
 : 3.2	-1.2	-2	2	0	4	-4	6	-7	3
CCn1c(O)c(N=NC(=O)CNC(=O)c2cccnc2)c2ccccc21
 : -2.1	-0.1	-7	1	-3	0	2	-3	-7	-6
CCOC(=O)Cn1c(-c2ccc(OC)cc2)c(-c2ccc(OC)cc2)nnc1=O
 : 0.1	1.4	-3	-9	4	2	2	5	-3	-5
Cc1ccc(C(C)C)cc1OCCn1cncn1
 : 1.1	0.4	6	-2	-2	0	2	0	1	1
COc1ccc(CN2CC(C(=O)NCCCOC(C)C)CC2=O)cc1 (configuration not stated)
 : -0.3	1.0	7	1	5	-1	6	-5	0	-1
NC(=O)NC1NC(=O)NC1=O (configuration not stated)
 : 1.1	-0.1	-6	-1	6	-7	0	3	0	-2
Nc1nnc(COc2ccccc2)s1
 : -0.1	0.2	1	2	6	9	2	-7	-9	8
O=C(c1ccccc1S(=O)(=O)NCc1ccccc1)N1CCCC1
 : -1.4	-0.4	-11	-1	0	1	-1	0	-6	6
C=CCc1ccccc1OCC(O)CN1CCN(Cc2ccc3c(c2)OCO3)CC1 (configuration not stated)
 : -2.7&-0.9	-0.3&1.0	-6&4	-1&-6	-9&-6	4&8	5&3	13&-7	-3&-2	6&-2
COc1ccc(OC)c(NC(=O)c2sc3nc(Cc4ccccc4)cc(C(F)(F)F)c3c2N)c1
 : -3.0	0.0	1	4	1	-5	4	-3	0	13
Cc1ccc(-n2c(CNc3ccc(F)cc3)nnc2SCC(=O)O)cc1
 : 0.1	0.3	-3	4	-8	-2	-6	-6	2	1

# Next results follow.
# Under each structure: GAA850 FXN act	proKLK7 act	ADAM10 inh	rCAG RNA binder	Tn6 DDE FP	ASAP1 inh	HGIII-sPLA2 inh	ARFGAP1 inhibitor	NPR2 activator	NPR1 activator
CCN1CCN(S(=O)(=O)c2cccc(S(=O)(=O)N3CCOCC3)c2)CC1
 : -0.7	1.1	0	1	4	2	2	3	3	-1
Cc1ccc(NC(=O)c2ccc(S(=O)(=O)NCc3ccco3)cc2)nc1
 : -1.4	0.2	-2	1	9	4	-4	-2	-2	-3
Cc1ccc(CN2C(=O)CCC2C(=O)NC2CCCC2)cc1 (configuration not stated)
 : 0.2	0.3	10	0	-2	-6	1	-3	-14	-4
COc1ccc(NC(=S)N2CCN(C(c3ccccc3)c3ccccc3)CC2)cc1OC
 : 1.3	0.0	6	-2	5	1	2	0	0	-3
Cc1ccc(OCCNC(=O)c2cccc(S(=O)(=O)N3CCN(Cc4ccccc4)CC3)c2)cc1
 : 0.2	0.0	9	3	4	11	-24	11	5	-1
Cc1c(C)c2c(OCC(=O)N[C@@H](C)C(=O)O)cc3c(c2oc1=O)CCC(C)(C)O3
 : -1.3	31*	i	7	1	-5	5	8	4	6
Cc1cc(OCCN2CCOCC2)ccc1C(C)C
 : 2.6	-0.4	1	-6	-3	2	-1	3	-2	5
COc1cccc(C(=O)N2CCN(Cc3ccc(OC)cc3OC)CC2)c1
 : 1.5	-0.1	-4	-11	-1	3	0	6	0	0
CCc1nnc(SCC(=O)NC2CCCC2)nc1CC
 : 5.8	0.4	5	-2	-4	9	6	-2	4	1
Cc1ccc2nc(C(Cl)(Cl)Cl)nc(N/N=C/c3ccc([N+](=O)[O-])cc3)c2c1
 : -1.5	0.3	7	3	-9	-11	-2	-7	-3	-6
O=C(O)CSCC(=O)NCc1c(Cl)cccc1Oc1ccccc1
 : 0.3	-0.3	-5	-2	1	-7	6	8	1	3
CCc1c(C)nc2ncnn2c1NCCc1ccccc1
 : -5.6	0.0	1	-3	0	2	1	4	6	4
C[C@H](O)[C@H](O)[C@H]1CNc2nc(N)[nH]c(=O)c2N1
 : 0.4	-0.3	i	0	4	-4	-3	14	-1	4
CCOc1nnc(C)c2c(C)n(-c3cccc(OC)c3)nc12
 : 0.5	-0.5	1	-2	-5	0	3	-4	4	2
Cc1ccc(CNC(=O)CCNS(=O)(=O)c2cccc3nonc23)cc1
 : 0.2	-0.5	3	-2	5	-3	4	-10	4	1

# Next results follow:
# Under each structure: GAA850 FXN act	proKLK7 act	ADAM10 inh	rCAG RNA binder	Tn6 DDE FP	ASAP1 inh	HGIII-sPLA2 inh	ARFGAP1 inhibitor	NPR2 activator	NPR1 activator
O=C1Nc2ccccc2C12OCCCO2
 : 2.2	-0.1	0	0	-5	-7	-3	3	7	2
c1ccc(-c2ccc(OCCOCCn3cncn3)cc2)cc1
 : 4.0	0.3	2	-9	7	14	5	6	-1	2
CCSc1nnc(CNC(=O)c2ccccc2F)n1-c1ccccc1OC
 : 2.1	0.3	6	-5	-1	2	9	6	3	-2
CN(C)NC(=S)NC1CCS(=O)(=O)C1 (configuration not stated)
 : 0.6	-0.2	0	1	3	10	4	-8	3	3
Nc1nonc1-c1nc2ccccc2n1CC(=O)O
 : 1.1	0.8	-7	-2	2	-5	3	4	3	1
O=C(C1CCN(c2ncnc3c2sc2cccc(F)c23)CC1)N1CCN(Cc2ccccc2)CC1
 : .	-2.4	-31	4	5	.	-9	.	-8	0
Cc1ccc(NC(=S)N2CCC(N(C)CC3CCCO3)CC2)cc1C (configuration not stated)
 : 1.0	-0.3	-4	-1	-2	5	2	1	2	3
N#CC(C#N)=C1c2cc(S(N)(=O)=O)ccc2-c2ccc(S(N)(=O)=O)cc21
 : 1.6	0.1	-15	4	-2	6	5	9	-3	13
Cc1nn(C)c(C(=O)Nc2ccn(Cc3ccccc3F)n2)c1[N+](=O)[O-]
 : -0.1	0.2	-3	-3	4	-12	-5	-3	1	6
COc1ccc(/C=N/NC(=O)C2C3CCCCC32C)cc1OC (configuration not stated)
 : 3.4	-0.1	-3	-4	4	17	-6	3	-5	6
Clc1ccc2oc(-c3ccccn3)nc2c1
 : 1.4	-1.0	-26	-2	8	6	3	8	-2	3
C[C@@H](C(=O)NCc1ccccc1)N1C(=O)C2CC=CCC2C1=O (some centres not stated)
 : 1.8	-0.6	0	-1	6	-8	-1	0	-2	1

# Eleven entries already listed, sorted by formula weight, low to high.
# Under each structure: GAA850 FXN act	proKLK7 act	ADAM10 inh	rCAG RNA binder	Tn6 DDE FP	ASAP1 inh	HGIII-sPLA2 inh	ARFGAP1 inhibitor	NPR2 activator	NPR1 activator
O=C1Nc2ccccc2C12OCCCO2
 : 2.2	-0.1	0	0	-5	-7	-3	3	7	2
Clc1ccc2oc(-c3ccccn3)nc2c1
 : 1.4	-1.0	-26	-2	8	6	3	8	-2	3
Nc1nonc1-c1nc2ccccc2n1CC(=O)O
 : 1.1	0.8	-7	-2	2	-5	3	4	3	1
CCOc1nnc(C)c2c(C)n(-c3cccc(OC)c3)nc12
 : 0.5	-0.5	1	-2	-5	0	3	-4	4	2
C[C@@H](C(=O)NCc1ccccc1)N1C(=O)C2CC=CCC2C1=O (some centres not stated)
 : 1.8	-0.6	0	-1	6	-8	-1	0	-2	1
COc1ccc(/C=N/NC(=O)C2C3CCCCC32C)cc1OC (configuration not stated)
 : 3.4	-0.1	-3	-4	4	17	-6	3	-5	6
Cc1nn(C)c(C(=O)Nc2ccn(Cc3ccccc3F)n2)c1[N+](=O)[O-]
 : -0.1	0.2	-3	-3	4	-12	-5	-3	1	6
Cc1ccc(NC(=S)N2CCC(N(C)CC3CCCO3)CC2)cc1C (configuration not stated)
 : 1.0	-0.3	-4	-1	-2	5	2	1	2	3
Cc1ccc(CNC(=O)CCNS(=O)(=O)c2cccc3nonc23)cc1
 : 0.2	-0.5	3	-2	5	-3	4	-10	4	1
CCSc1nnc(CNC(=O)c2ccccc2F)n1-c1ccccc1OC
 : 2.1	0.3	6	-5	-1	2	9	6	3	-2
O=C(C1CCN(c2ncnc3c2sc2cccc(F)c23)CC1)N1CCN(Cc2ccccc2)CC1
 : .	-2.4	-31	4	5	.	-9	.	-8	0
